# Source: PubChem BioAssay (Johns Hopkins Ion Channel Center)
# Kir21 inh = inhibitors of mouse Kir2.1 inward-rectifier potassium channel; 310,000 tested, 0.85% active; HEK293-Kir2.1, FluxOR thallium flux fluorescence; stronger effect = lower value; P35561; B-score at 10 µM;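 active = fluorescence ratio B-score at or below minus 3 SD of library scores, with starting-brightness B-score within 2 SD, cut at about -4.2 in these data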;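 also: channel flux triggered by added potassium and thallium sulfate stimulus; B-score of peak minus minimum fluorescence over baseline after thallium stimulus; more negative B-score means stronger Kir2.1 block with less thallium influx; some compounds called inactive have numbers as strong as hits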
# Target sequence (P35561 whole entry, looked up): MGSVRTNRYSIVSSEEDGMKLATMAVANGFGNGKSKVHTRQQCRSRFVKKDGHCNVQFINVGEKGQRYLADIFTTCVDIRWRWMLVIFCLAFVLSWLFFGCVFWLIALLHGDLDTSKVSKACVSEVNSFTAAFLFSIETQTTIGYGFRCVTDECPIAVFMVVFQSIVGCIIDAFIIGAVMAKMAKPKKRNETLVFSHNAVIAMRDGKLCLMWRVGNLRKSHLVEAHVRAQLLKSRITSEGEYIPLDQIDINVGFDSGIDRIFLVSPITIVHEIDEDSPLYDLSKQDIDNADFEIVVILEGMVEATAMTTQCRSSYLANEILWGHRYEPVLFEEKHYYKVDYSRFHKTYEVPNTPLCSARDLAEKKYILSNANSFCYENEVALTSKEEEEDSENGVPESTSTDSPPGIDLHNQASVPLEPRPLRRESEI
# CHT inh = inhibitors of human choline transporter CHT; CHT-expressing cells, membrane potential dye, choline response; stronger effect = lower value; B-score at 10 µM; 310,000 tested, 0.86% active;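 active = B-score over 3 SD under the library average, and starting fluorescence ratio not unusually high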;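 also: choline stimulus applied at its EC90 after an EC20 pre-addition; B-score computed on integrated fluorescence ratio after choline addition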
# Target sequence (Q9GZV3 whole entry, looked up): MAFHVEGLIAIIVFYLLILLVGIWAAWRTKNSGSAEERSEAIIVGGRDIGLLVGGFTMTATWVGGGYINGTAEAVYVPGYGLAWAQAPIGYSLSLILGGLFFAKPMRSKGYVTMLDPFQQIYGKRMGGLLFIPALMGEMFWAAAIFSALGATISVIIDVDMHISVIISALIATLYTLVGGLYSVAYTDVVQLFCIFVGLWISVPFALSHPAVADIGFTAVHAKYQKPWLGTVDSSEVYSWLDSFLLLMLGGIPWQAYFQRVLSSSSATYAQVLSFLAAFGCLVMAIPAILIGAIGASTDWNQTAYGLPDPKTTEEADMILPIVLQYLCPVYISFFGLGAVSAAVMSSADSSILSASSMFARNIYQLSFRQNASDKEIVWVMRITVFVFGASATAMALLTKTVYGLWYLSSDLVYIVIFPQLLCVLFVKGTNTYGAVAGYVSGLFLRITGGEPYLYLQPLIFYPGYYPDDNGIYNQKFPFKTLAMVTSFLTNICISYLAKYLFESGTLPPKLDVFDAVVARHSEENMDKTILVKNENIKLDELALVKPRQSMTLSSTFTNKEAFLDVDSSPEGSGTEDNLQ
# The depositor's hits bear a star; i = inactive; . = not tested or not shown.
SMILES	Kir21 inh	CHT inh
CC1CCC(NS(=O)(=O)c2ccc3c(c2)n(C)c(=O)c(=O)n3C)CC1 (stereo not given)	-0.91	i
Cc1nn(C)cc1/C=N\NC(=O)c1ccc2c(c1)c(C)c(C)n2Cc1ccccc1	0.9	i
CCc1ccc(CNCc2ccc(F)cc2)cc1	-6.91*	i
C=CCOC(=O)C1=C(C)NC(C)=C(C(=O)OCC=C)C1c1ccc(O)cc1	1.42	i
O=C(N/N=C/c1ccc[nH]1)c1ccncc1	0.1	i
CC1(C)CC(NC(=O)c2cc([N+](=O)[O-])cc([N+](=O)[O-])c2)CC(C)(C)N1	1.12	i
c1ccc(OCc2nn3c(-c4ccccn4)nnc3s2)cc1	1.21	i
COc1ccc(CNC(=O)CCNS(=O)(=O)c2cccc3nsnc23)cc1	1.3	i
CCOc1ccc(Nc2cc(C)nc3ccc(C)cc23)cc1	-1.89	i
Nc1nc(NCCCN2CCOCC2)nc(Nc2ccc(F)cc2)c1[N+](=O)[O-]	-0.17	i

# A different layout for part of the listing above:
> c1ccc(OCc2nn3c(-c4ccccn4)nnc3s2)cc1
  Kir21 inh: 1.21; CHT inh: i

> COc1ccc(CNC(=O)CCNS(=O)(=O)c2cccc3nsnc23)cc1
  Kir21 inh: 1.3; CHT inh: i

# Next part:
SMILES	Kir21 inh	CHT inh
CCOC(=O)C(C)Sc1nc(-c2ccccn2)ncc1OC (stereo not given)	-0.65	i
COc1ccc(C(=O)c2c(C)c(CCC#N)n3ccccc23)c(OC)c1	-0.49	i
O=C(CSc1nnc(C2CC2)n1CC1CCCO1)Nc1cccc(Cl)c1 (stereo not given)	-1.17	i
O=C(COC(=O)c1ccc(Br)o1)Nc1nc2c(F)c(F)c(F)cc2s1	-1.64	i
COCCn1c(SCC(=O)NC(C)c2ccccc2)nc2ccccc21 (stereo not given)	-2.66	i
CC(=O)Nc1ccc(S(=O)(=O)Nc2cccc(-c3ccc4nncn4n3)c2)cc1	1.77	i
O=C(O)C1C2C=CC3(O2)C1C(=O)N1c2ccccc2C2OCCC2C13 (stereo not given)	-0.65	i
N#Cc1cc(C(=O)c2cc(F)ccc2O)cn(-c2nccs2)c1=O	-7.37	i
C/C(=C\C(=O)c1ccccc1)Nc1ccc2c(c1)OCO2	-2.24	i
CN(c1ccccc1)S(=O)(=O)c1nnc(NC(=O)COc2ccccc2F)s1	-0.18	i
O=C(N/C(=C/c1ccc([N+](=O)[O-])cc1)C(=O)N1CCCC1)c1ccccc1	-0.02	i
O=C(O)C1=CC[C@@H](c2ccc(Cl)cc2)N(S(=O)(=O)c2ccc(Cl)cc2)[C@H]1c1cccc(Cl)c1	.	i
Cc1cc(C)c(NC(=S)N(C)C)c(C)c1	0.12	i
COc1ccc(Cl)cc1NC(=O)CNc1ccc(F)cc1C	0.5	i
CNC(=O)c1c(NC(=O)c2ccc(S(=O)(=O)N3CC(C)OC(C)C3)cc2)sc2c1CCN(C(C)C)C2 (stereo not given)	-0.67	i
CNC(=O)c1ccccc1F	-1.09	i
COc1ccc(NC(=O)c2ccc(NC(=O)c3ccncc3)cc2)cc1	0.72	i
C=CCN1C(=O)c2ccccc2Sc2ccc(C(=O)NC(C)C)cc21	1.69	i
CCNC(=O)N1c2ccccc2Sc2ccccc21	0.17	i
COc1cc(-c2nnc(COC(=O)c3cccn3C)o2)cc(OC)c1OC	0.86	i
CNC(=S)N1C2CCCC1CC(NC(=O)c1ccc(F)cc1)C2 (stereo not given)	0.03	i
Cn1c(NCCCO)nc2ccccc21	-2.13	i
Cc1cc(C)n2c(SCCC(C)C)nnc2n1	-0.1	i
CCOC(=O)c1sc2nc3c(SCC(=O)O)cc(C(=O)c4ccccc4O)cn3c(=O)c2c1C	-0.1	i
CCN(CC(=O)Nc1ccc(NC(C)=O)cc1)CC(=O)Nc1ccccc1C(=O)c1ccccc1	0.56	i
COc1cccc(CC(=O)OC(C)C(=O)Nc2ccc(N3CCOCC3)cc2)c1 (stereo not given)	-1.31	i
C=CCNC(=O)c1cn(CC)c2cc(N3CCN(C(=O)c4ccco4)CC3)c(F)cc2c1=O	-0.21	i
CC(C)(C)CC(=O)Nc1nnc(SCC(=O)NC2CCCCC2)s1	0.22	i
Cc1nnsc1S(=O)c1ccc(F)cc1 (stereo not given)	-4.84	i
COc1cc(/C=C2\SC(=S)N(CCC(=O)Nc3ccccc3O)C2=O)cc(OC)c1OC	0.35	i
COc1cc2ccccc2cc1C(=O)NCC(c1cccs1)N(C)C (stereo not given)	0.05	i
O=C(O)CCc1ccc(-c2ccccc2)n1CC(=O)Nc1cccc(C(F)(F)F)c1	0.01	i
O=C(/C=C/c1ccccc1Cl)Nc1cccc(O)c1	0.15	i
O=C(O)C1CCN(C(=O)c2ccccc2C(=O)N2CCC(C(=O)O)CC2)CC1	0.06	i
COc1ccc2cc(C(=O)NCCCN3CCCC3=O)[nH]c2c1	-0.1	i
CC(=O)/C(N=Nc1cc(C)ccc1O)=C(\C)O	-0.3	i
O=C(CSC1=NCCS1)N1CCOCC1	-0.9	i
O=C(Nc1cccc(C(F)(F)F)c1)c1cnc2n(c1=O)CCS2	0.89	i
COc1ccc(C(=O)O/N=C(\N)c2ccccc2)cc1OC	0.56	i
COCCCNC(=O)c1oc2ccc(S(=O)(=O)N(C)C3CCCCC3)cc2c1C	-2.64	i
Cc1cccc(N2C(=O)CC(SC(=Nc3ccccc3)Nc3ccccc3)C2=O)c1 (stereo not given)	-0.7	i
CCOC(=O)c1cccc(NC(=O)CN(c2ccc(C)cc2)S(=O)(=O)c2c(C)noc2C)c1	0.63	i
O=C(NCCc1ccc(Cl)cc1Cl)c1cccnc1	1.27	i
O=C(/C=C/c1cccc([N+](=O)[O-])c1)NCCN1C(=O)S/C(=C\c2ccc(F)cc2)C1=O	-0.69	i
O=C1CN=C(Nc2ccc(Cl)cc2)N1c1ccccc1	0.29	i
O=C(N/N=C/c1ccco1)c1cc(-c2cccc(Br)c2)nc2ccccc12	-0.66	i
CN(CC(=O)Nc1c(Cl)cccc1Cl)C(=O)C1=COCCO1	0.22	i
Cc1ccc(SCCN2CCC(O)CCC2=O)cc1 (stereo not given)	-1.97	i
CN(C)S(=O)(=O)c1ccc(C(=O)NCc2cccs2)cc1	0.89	i
COCCNC(=S)N/N=C(\C)c1cccc([N+](=O)[O-])c1	0.33	i

# Remaining list, next part:
SMILES	Kir21 inh	CHT inh
N#CN(CC(N)=O)c1nc(N2CCCCC2)nc(N2CCCCC2)n1	-0.13	i
O=C(Nc1cccc(C(F)(F)F)c1)Oc1ccccc1N1CCOCC1	-0.33	i
CC(NC(=O)CCN1N=C(c2ccccc2)CCC1=O)c1ccc2c(c1)OCCO2 (stereo not given)	0.66	i
CC(=O)Nc1ccc(Oc2cncc(Cl)c2)nc1	0.1	i
Clc1ccc(Cn2cnc3ccccc32)cc1	1.51	i
O=C(c1cn(CC(=O)N2CCCCC2)c2ccccc12)C1CC1	-0.53	i
Cc1ccc(S(=O)(=O)N2CCCC2C(=O)NCc2ccccc2Cl)cc1 (stereo not given)	1.74	i
CN(C)C(=O)Cn1c(SCC(=O)N2CCCc3ccccc32)nc2ccccc21	-1.78	i
CNC(=S)NNC(=O)c1ccccc1Br	-0.39	i
CCSC1=C(C#N)C(c2ccccc2C)CC(=O)N1 (stereo not given)	-1.96	i

# Marked active in Kir21 inh, of those listed so far:
SMILES	Kir21 inh	CHT inh
CCc1ccc(CNCc2ccc(F)cc2)cc1	-6.91*	i

# The list goes on:
SMILES	Kir21 inh	CHT inh
Cc1cccc(N=C2NN=C(c3ccccc3F)CS2)c1C	-2.49	i
CCC(=O)c1c[nH]c(C(=O)NCC2CCCO2)c1 (stereo not given)	0.29	i
Cc1cc(C)c(NS(=O)(=O)c2c(C)noc2C)c(C)c1	-0.78	i
N#Cc1c(Sc2ncc(C(F)(F)F)cc2Cl)nsc1C/C=N\OCc1c(F)cccc1Cl	1.13	i
Cc1ccc(-n2cc(C(=O)c3ccc(N4CCN(C)CC4)cc3)nn2)cc1Cl	0.23	i
COCCNC(=O)c1c(C)cc(C)cc1C	0.93	i
O=S1(=O)CC(O)C(Nc2ccc(Cl)cc2)C1 (stereo not given)	-1.2	i
CC(C)C(=O)Nc1ccc(C(=O)c2ccccc2)cc1	0.08	i
Cc1ccc(C(C#N)c2ccc(Cl)nn2)cc1 (stereo not given)	0.95	i
N#CCCN(Cc1cccnc1)C(=S)NC(=O)c1ccco1	0.69	i
Cc1onc(-c2c(Cl)cccc2Cl)c1C(=O)N1CCc2ccccc21	1.43	i
CC(C)(C)c1ccc(C(=O)Nc2ccc(O)c3c(=O)cc(-c4cccc(Cl)c4)oc23)cc1	0.46	i
COc1ccc(NC(=O)n2ncc3c(C)cccc32)cc1OC	0.5	i
COc1ccc(-c2nc(CSCC(=O)NC3CCN(Cc4ccccc4)CC3)c(C)o2)cc1OC	1.07	i
O=C1c2sc3nc4c(c(=O)n3c2C(=O)N1c1ccccc1)CCC4	0.6	i
N#CCCn1cc(/C=N/NC(=O)c2ccncc2)c(-c2ccccc2)n1	-0.95	i
CCCOc1ccc(C2C(C(=O)/C=C/c3ccco3)=C(O)C(=O)N2CCN2CCOCC2)cc1OC (stereo not given)	0.78	i
C=CCNc1cnn(CC(C)=O)c(=O)c1Br	-0.06	i
c1ccc(CSc2nnc(SCc3ccccn3)s2)nc1	0	i
O=C(Nc1ncc(Cc2ccccc2)s1)C1COc2ccccc2O1 (stereo not given)	0.05	i

# By substructure: the compounds so far containing a CF3 group (4)
SMILES	Kir21 inh	CHT inh
O=C(O)CCc1ccc(-c2ccccc2)n1CC(=O)Nc1cccc(C(F)(F)F)c1	0.01	i
O=C(Nc1cccc(C(F)(F)F)c1)c1cnc2n(c1=O)CCS2	0.89	i
O=C(Nc1cccc(C(F)(F)F)c1)Oc1ccccc1N1CCOCC1	-0.33	i
N#Cc1c(Sc2ncc(C(F)(F)F)cc2Cl)nsc1C/C=N\OCc1c(F)cccc1Cl	1.13	i

# The results go on.
SMILES	Kir21 inh	CHT inh
COc1cccc(N2CCN(C(=O)c3ccc(N4C(=O)NC5CC4(C)Oc4ccccc45)cc3)CC2)c1 (stereo not given)	0.16	i
COc1ccc(S(=O)(=O)N(C)C)cc1NC(C)C(=O)Nc1cccc(C#N)c1 (stereo not given)	0.43	i
COc1ccc(-c2ccnc3nc(N4CCOCC4)nn23)cc1	0.37	i
O=C(NNC(=O)c1ccccc1OCc1ccc(F)cc1)c1ccccc1O	-0.07	i
COc1cccc(NC(=O)CSc2nnc(COc3ccc4c(c3)CCCC4)o2)c1	-1.09	i
O=C(/C=C/c1ccc(OCCCF)cc1)N1CCOCC1	0.53	i
N#Cc1nc(-c2ccccc2)oc1NCCCn1ccnc1	-1.26	i
Cc1ccc(C(=O)c2oc3ccccc3c2NC(=O)c2cc(-c3ccccc3O)n[nH]2)cc1	0.05	i
CC(C)(C)NC(=O)C(c1ccccn1)N(C(=O)c1csnn1)C1CCCC1 (stereo not given)	0.13	i
CCCn1nc(C(=O)NNC(=O)CSCC(=O)Nc2cc(C)on2)c2ccccc2c1=O	-1.17	i
O=S(=O)(NCc1ccccc1)c1ccc(Br)c2nsnc12	-1.82	i
S=C(Nc1ccccn1)c1ccccn1	2.49	i
CCc1ccc(Nc2nnc(SCC(=O)N(C)C3CCS(=O)(=O)C3)s2)cc1 (stereo not given)	-0.83	i
CCOC(=O)C1=C(O)C(Nc2nc3ccccc3s2)(C(F)(F)F)N=C1C (stereo not given)	-0.45	i
CCn1cc(C(=O)NCCc2ccccc2)c(=O)c2cc(S(=O)(=O)N3CCCC3)ccc21	0.07	i
COc1ccc(/C=C/c2nnc(NC(C)=O)s2)cc1	-0.78	i
Cc1cc(NC(=O)CN2CC(C)OC(C)C2)n(-c2nc3ccccc3s2)n1 (stereo not given)	-0.63	i
CN(C)S(=O)(=O)c1ccc(NC(=O)N2CCN(c3ccccc3Cl)CC2)cc1	-1.84	i
CCCn1nc(NC(=O)C(C)C)c2cc3cc(OC)ccc3nc21	1.87	i
CC(=O)Nc1ccc(NC(=O)COC(=O)/C(=C/c2ccccc2)n2nnnc2C)cc1	-2.13	i
Cc1cnc(C(=O)Nc2nc(-c3ccccc3)cs2)cn1	0.04	i
Cc1cc(N2CCN(Cc3ccccc3)CC2)n2nc(C)c(-c3ccccc3)c2n1	-1.41	i
CCCCCCNCC(=O)N1CCC(Cc2ccccc2)CC1	-2.78	i
Cn1c(C(C#N)C(=O)c2sc3ccccc3c2Cl)nc2ccccc21 (stereo not given)	0.18	i
COCCCN(C(=S)Nc1cc(Cl)cc(Cl)c1)C(C)c1ccccn1 (stereo not given)	1.31	i
CCOc1ccc(/C=N/NC(=O)c2[nH]ncc2Br)c(O)c1	0.01	i
CCc1nnc(NC(=O)c2ccc(C)o2)s1	-2.27	i
COc1ccc(-n2ncc3c(=O)n(Cc4c(F)cccc4Cl)cnc32)cc1	0.19	i
COc1ccc(Nc2nc(N3CCCCC3)nc3ccccc23)c(OC)c1	-6.96*	i
COc1cccc(C2C(C(=O)OC(C)C)=C(C)Nc3ncnn32)c1 (stereo not given)	1.16	i
O=C(Nc1cccc(NC(=O)c2cccc(F)c2)n1)c1cccc(F)c1	0.62	i
Cc1c(C(=O)Nc2ccc3c(c2)OCO3)sc2ncn(CC(=O)N3CC(C)CC(C)C3)c(=O)c12 (stereo not given)	1.56	i
CCc1ccc(C2=NN(C(C)=O)C(c3ccco3)C2)cc1 (stereo not given)	-0.15	i
O=C(c1ccccc1)c1n[nH]c(-c2ccccc2)cc1=O	-0.19	i
